Compound activity as filed in PubChem BioAssay.
Lipid storage S3: qHTS Assay for Lipid Storage Modulators in Drosophila S3 Cells. Drosophila S3 cells, BODIPY lipid droplet fluorescence, 18-24 h; cells fed with added oleic acid. lipid storage change, negative = inhibition, % at the top dose, mostly 46.1 µM; hits show Potency in µM. 0.64% of 320,000 active. AID 2685; active = well fitted inhibition curve with a large enough effect in the signal ratio, with a control signal flat, not every such curve was filed as active; inconclusive = small, poorly fitted or top-dose-only effect, or effect the other way, or a change in a side signal; the % refers to the signal ratio
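Laser-scanning cytometry quantifies lipid droplet accumulation (500–530 nm total intensity; droplet/cell object ratio) in oleic acid-fed (400 uM added) Drosophila S3 cells treated with a concentration series. 20 uM Triacsin C defined 100% inhibition.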
Lipid storage S3 cell count max: further read-out of Lipid storage S3, marked with its call; cell number change, %; measured here: cell count max response;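 cells counted by Cell Tracker Red CMTPX staining in the red channel; peak over a dose series mostly up to 46.1 µM; percent activity relative to internal control wells on each plate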
Starred values were filed as active, the others as inactive; i = inactive; ? = inconclusive; / = not tested or not shown. % is scaled to controls: 0 for no effect and ±100 for the full control effect; potency is read from the fitted curve at half-maximal effect. An excerpt; the hit share may differ from the screen's.

Lipid storage S3 | Lipid storage S3 cell count max | SMILES
? | / | CCC(Oc1ccccc1)C(=O)Nc1cc(C(F)(F)F)ccc1N1CCOCC1 (configuration not stated)
? | / | CC1CC(C)(C)CC2(C1)NC(=O)N(CC(=O)N(Cc1ccccc1)c1ccccc1)C2=O (configuration not stated)
? | / | Cc1ccccc1NC(=O)c1cccc(N2C(=O)C3CCC(C)CC3C2=O)c1 (configuration not stated)
12% | -5 | O=C(CN1CCN(c2ccccn2)CC1)N1CC(O)CO1 (configuration not stated)
? | / | Cc1ccc(S(=O)(=O)NC(C)(C)C)cc1C(=O)OCC(=O)N1CCCC1=O
21% | -6 | Nc1ccc(C(=O)N2CCN(S(=O)(=O)c3ccc4c(c3)OCCCO4)CC2)cc1[N+](=O)[O-]
? | / | Cc1ccc(NC(=S)NCCN2CCOCC2)cc1C
? | / | Cc1ccc(C)c(N(C(=O)CNC(=O)c2ccco2)C(C(=O)NC2CCCC2)c2ccncc2)c1 (configuration not stated)
? | / | CN(CCOCCOc1ccc(F)cc1)Cc1ccccc1
1% | 9 | COc1ccc(Nc2nc(NCCN3CCOCC3)nc(Nc3ccc(OC)cc3)n2)cc1
i | / | CCCn1c(SC/C(O)=C(\C#N)c2nc3ccccc3[nH]2)n[nH]c1=O
? | / | CCN(Cc1nc2cc(Cl)ccc2c(=O)[nH]1)C(=O)c1cc(C2CC2)nn1-c1ccccc1
? | / | CCN1C(=O)[C@H]2[C@@H](c3ccc(C)cc3)N3C(=O)N(c4ccc(OC)cc4)C(=O)[C@@]3(Cc3ccc(Cl)cc3)[C@H]2C1=O
? | / | Fc1ccc(CN2CCCN(Cc3nc(-c4ccc5c(c4)OCO5)no3)CC2)cc1
28% | 10 | O=C(CSc1nc2ccc([N+](=O)[O-])cc2[nH]1)NCCc1ccccc1
? | / | Cc1ccc(CCNC(=O)C2=CCN(S(=O)(=O)c3ccccc3)CC2)cc1
-2% | / | O=C(CN1CCOCC1)Nc1nc(-c2ccccc2)cs1
? | / | Cc1nc(N2CCN(Cc3ccc4c(c3)OCO4)CC2)[nH]c(=O)c1C
? | / | O=C(CCCCCn1c(=O)[nH]c2ccccc2c1=O)NCCc1c[nH]c2ccccc12
? | / | CC1(C)O[C@@H]1COc1c2ccoc2cc2oc(=O)ccc12
-1% | 12 | S=C(NCCSCc1ccc(Cl)cc1)Nc1ccccc1
-17% | 1 | O=C(COC(=O)c1ccc([N+](=O)[O-])o1)Nc1cccc(S(=O)(=O)N2CCOCC2)c1
? | / | C/C(Cn1nnc([N+](=O)[O-])n1)=N\NC(=O)c1ccc(O)cc1O
7% | -9 | Cn1c(Cn2c(=O)sc3ccccc32)nnc1SCc1cccc(F)c1
? | / | NC(=O)c1ccccc1Nc1nc2nc3ccccc3c(=O)n2cc1Br
i | / | Cn1nnnc1SCCNC(=O)C1CCC(=O)N(CCc2ccccc2)C1 (configuration not stated)
? | / | COc1ccc(Cn2nnnc2C(c2cc3cc(C)ccc3[nH]c2=O)N2CCOCC2)cc1 (configuration not stated)
? | / | Cc1nonc1NC(=O)CSc1nc2ccc(Cl)cc2[nH]1
25% | 23 | COc1ccc2c(COC(=O)[C@@H]3CCCN3S(=O)(=O)c3ccc(Cl)cc3)cc(=O)oc2c1
5% | 4 | O=c1c(Cl)c(NCC2CCCO2)cnn1C12CC3CC(CC(C3)C1)C2 (configuration not stated)
-1% | -1 | O=C(Nc1ccccn1)C(=O)N1CCCCC1
? | / | O=C(Cn1c(NCCO)nc2ccccc21)Nc1ccc2c(c1)OCCCO2
? | / | COc1ccc(C2=NOC(Cn3nc(-c4ccccc4C)cc3C(=O)O)C2)cc1 (configuration not stated)
? | / | COc1ccccc1N1CCN(C2CCN(C(=O)c3ccc(F)cc3)CC2)CC1
-10% | 18 | Cc1ccccc1CC(=O)N1CCOCC1
? | / | CN1CCC(N2CCN(c3cccc(C(F)(F)F)c3)CC2)CC1
? | / | CCc1ccc(NC(=O)c2onc(C)c2Cl)cc1
? | / | COc1cccc(/C=C2\C(=O)N(c3cccc(C)c3)C(=O)c3ccccc32)c1
-5% | 21 | Cc1cc(-c2cc(-c3ccccc3)on2)nc(NC2CCCC2)n1
? | / | CCOC(=O)Cn1nc(C)c2ccccc2c1=O
-2% | 25 | C/C(Cn1nnc([N+](=O)[O-])n1)=N\NC(=O)c1ccc(C)cc1
? | / | CC(C)n1cnc2c(=S)nc[nH]c21
10% | 6 | CN(NS(=O)(=O)c1cccs1)c1ncc(C(F)(F)F)cc1Cl
? | / | Cc1cc(C)c(NC(=O)CNC(=O)c2cc(C3CC3)nn2-c2ccccc2)c(C)c1
-1% | 14 | O=C(COC(=O)/C=C/c1cccc(F)c1)NNC(=O)c1ccccc1
? | / | CCN(C(=O)c1ccco1)c1nnc(-c2ccc(OC)cc2)s1
3% | -1 | CCN(C(=O)CN1CCN(C)CC1)c1cccc2ccccc12
14% | 6 | COc1ccc(/C=C/C(=O)N2CCOCC2)cc1OC
? | / | CCOC(=O)C1CCN(C(=O)CCc2c(C)nc3cc(-c4ccccc4)nn3c2C)CC1
? | / | O=C(Nc1ccncc1)Nc1ccccc1Cl
0% | 2 | O=C(NC1=NCCS1)Nc1ccccc1
-16% | 2 | CCn1cc(C(=O)O)c(=O)c2cnc(N3CCN(C(=S)Nc4ccccc4C(F)(F)F)CC3)nc21
? | / | Cn1c(=O)[nH]c(=O)c2c1nc(N(CCO)Cc1ccccc1)n2Cc1ccccc1Cl
? | / | O=S(=O)(c1ccccc1)N1CCN=C1SCc1cccc(Cl)c1
? | / | CN(C)C(CNC(=O)CCNS(=O)(=O)c1ccccc1C(F)(F)F)c1ccccc1 (configuration not stated)
? | / | Cc1c(N(C)CS(=O)(=O)O)c(=O)n(-c2ccccc2)n1C
23% | -3 | Cc1nn(-c2ccccc2)c(N)c1C1(O)C(=O)N(C(C)C)c2ccccc21 (configuration not stated)
18% | 11 | O=C(Nc1ccc(Cl)c(C(F)(F)F)c1)c1ccncc1
i | / | COCCNC(=S)N1CCN(c2nc(-c3ccc(F)cc3)cs2)CC1
? | / | CCN1C(=O)[C@@H]2[C@@H](c3ccc(-c4ccc(Cl)c(Cl)c4)c(OC)c3)N3CCCC[C@@]3(C(=O)OC)[C@@H]2C1=O

The final two entries of the part above lead into the next:
Lipid storage S3 | Lipid storage S3 cell count max | SMILES
i | / | COCCNC(=S)N1CCN(c2nc(-c3ccc(F)cc3)cs2)CC1
? | / | CCN1C(=O)[C@@H]2[C@@H](c3ccc(-c4ccc(Cl)c(Cl)c4)c(OC)c3)N3CCCC[C@@]3(C(=O)OC)[C@@H]2C1=O
? | / | O=C(Cc1cccs1)N1CCN(S(=O)(=O)c2cc(Cl)ccc2Cl)CC1
? | / | CCCOC(=O)c1ccc(NC(=O)CCC(=O)OCC)cc1
-12% | 15 | O=C1CN(C(=O)c2ccccc2Cl)c2ccccc2N1
8% | 9 | C/C(=N\NC(N)=O)c1cc(Cl)cc(Cl)c1O
? | / | CSCCC(NC(=O)c1ccccc1Br)C(=O)N1CCCCCCC1 (configuration not stated)
0% | -10 | O=C(NCCNC(=O)c1cccnc1)c1ccc(Br)cc1
15% | / | CCOC(=O)CC(=O)Nc1ccsc1C(N)=O
-4% | -5 | O=C(/C=C\c1ccc(-c2ccccc2)o1)c1ccccc1
? | / | COc1cc(/C=C\C(=O)O)cc(S(=O)(=O)N2CCCCCC2)c1OC
0% | -14 | Cc1ccc(C(=O)Oc2ccccc2C(=O)N2CCOCC2)cc1
-10% | -15 | C/C(=C1/SC(N2CCCC2)=NC1=O)c1ccc(Br)cc1
? | / | Cc1ccc2c(c1)-n1c(nc3cc(F)ccc3c1=O)C(Cc1ccccc1)NC2=O (configuration not stated)
? | / | COc1ccc(N2C(=O)CN=C2Nc2cccc(C)c2C)cc1OC
? | / | Cc1c(C(=O)c2ccc(N(C)C)cc2)c2ccccn2c1CCC#N
? | / | O=C1CCCc2c1nc(-c1ccc(F)cc1)n2O
3% | 17 | O=C(c1ccccc1)N1CCN(C(=O)c2ccccc2)C1c1ccccc1
15% | 8 | CCN(CC)C(=O)CSc1nnc(-c2ccc(F)cc2)n1N
? | / | CC(=O)Nc1ccc(NC(=O)CN(C)S(=O)(=O)c2ccc3nc(C)sc3c2)cc1
? | / | CCc1ccccc1NC(=O)N[C@@H](C)C(=O)O
-11% | / | C#CC(C)(CC)NC(=O)c1cc2cccc(CC=C)c2oc1=O (configuration not stated)
? | / | CCCCOc1ccc2c(C)cc(=O)oc2c1OCCCC
? | / | Cc1c(NC(=O)COc2ccc3ccccc3c2)c(=O)n(-c2ccccc2)n1C
? | / | CN(Cc1ccccc1)C(=O)c1ccccc1C(=O)O
5% | 0 | COc1ccc(Oc2nccc(-c3ccc(F)cc3)c2C#N)cc1
12% | / | CCC(Sc1nccn1C)C(=O)Nc1nnc(C)s1 (configuration not stated)
-16% | -15 | Cc1cccc(C(=O)N/N=C/c2coc3ccccc3c2=O)c1
? | / | Cc1cc(NC(=O)c2ccc(Cl)cc2)n(CCC#N)n1
? | / | COc1cccc2[nH]c(C(=O)NN)c(N)c12
-10% | 3 | Cc1nn(C)cc1CN(C)Cc1c(C(=O)N(C)Cc2ccccc2)nc2ccccn12
? | / | Cc1ccc(CNC(=O)c2ccc(NC3=NC4CS(=O)(=O)CC4S3)cc2)cc1 (configuration not stated)

Laid out differently: three of the compounds above.
Every second line gives: Lipid storage S3	Lipid storage S3 cell count max
- Cc1ccc2c(c1)-n1c(nc3cc(F)ccc3c1=O)C(Cc1ccccc1)NC2=O (configuration not stated)
→ ?	/
- Cc1c(C(=O)c2ccc(N(C)C)cc2)c2ccccn2c1CCC#N
→ ?	/
- CN(Cc1ccccc1)C(=O)c1ccccc1C(=O)O
→ ?	/

(further entries)
Lipid storage S3 | Lipid storage S3 cell count max | SMILES
? | / | CN(C)S(=O)(=O)c1cccc(NC(=O)COC(=O)CCC(=O)c2ccc(F)cc2)c1
-3% | -9 | COc1cc(CNc2ccc(N3CCCC3)cc2)ccc1OCc1ccccc1
? | / | Fc1ccc(NCc2ccccc2F)cc1Cl
-4% | -4 | Cc1cc(NC(=O)CSc2nnc(C3CC3)n2-c2ccccc2)no1
11% | 0 | Cc1cc(Cl)ccc1NC(=O)C1CCN(S(C)(=O)=O)CC1
-1% | -6 | Cn1c(=O)[nH]c(=O)c2c1nc(NCc1ccco1)n2CCCc1ccccc1
? | / | CC1SC2(NC1=O)C1CC3CC(C1)CC2C3 (configuration not stated)
-5% | -3 | CCOc1c(CNCCN2CCOCC2)cccc1OC
15µM* | 0.3* | COc1cc(C(=O)N2CCN(C(=O)C3CC3)CC2)cc(OC)c1OC
1% | 0 | O=C(/C=C/c1ccc(Cl)cc1Cl)Nc1ccc(CN2CCOCC2)cc1
? | / | CCCc1cc(=O)n2[nH]c(-c3ccc(OC)cc3)nc2n1
i | / | O=C(c1ccco1)N1CCN(c2nc3ccsc3c(=O)s2)CC1
? | / | CCOC(=O)N1CCN(C(=O)CCn2c(=O)[nH]c3ccsc3c2=O)CC1
i | -21 | Cc1c(C(=O)N2CCN(c3ccccc3)CC2)oc2c1C(=O)CC(C)(C)C2
? | / | CCc1ccc(S(=O)(=O)Nc2ccc(-c3nc4cccnc4s3)cc2)s1
5% | -3 | Cc1cc(C)cc(SCc2noc(C(=O)NCc3ccccc3)c2C(=O)NCc2ccccc2)c1
? | / | COc1ccc(CCN2CC(C(=O)O)CC2=O)cc1 (configuration not stated)
13% | 0 | O=[N+]([O-])c1ccc(N2CCOCC2)cc1NCc1ccccc1
5% | 11 | COc1ccc(F)cc1S(=O)(=O)N1CCCCC1
? | / | COc1ccccc1OCCn1cc(/C=N/n2cnnc2)c2ccccc21
? | / | Cn1nnnc1SCC(=O)Nc1ncc(Cl)cc1Cl
-1% | 18 | CCCCN(CC)CCCNC(=O)c1csc2c1CCCCC2
? | / | COC(=O)c1ccc(NC(=O)Nc2ccc(F)c(Cl)c2)cc1
7% | -23 | CCN1C(=O)CC(N2CCC(C(=O)N3CCOCC3)CC2)C1=O (configuration not stated)
? | / | COc1ccc2c(c1)[nH]c1c(=O)n(CCC3=CCCCC3)cnc12
? | / | Cc1ccc2cc3cc(C(=O)N(CC(=O)NC4CCCC4)c4cccc(C)c4C)sc3nc2c1
15% | 7 | COc1cccc(NC(=O)CN(C)C(=O)CCNS(=O)(=O)c2ccc(C)cc2)c1
4% | 3 | COc1ccc(C(=O)CSc2nc3cccnc3n2C)cc1
? | / | COCCNc1nnc(SC(C)C(=O)Nc2ccc(-c3nc4ccc(C)cc4s3)cc2)s1 (configuration not stated)
29% | -7 | O=C(N/N=C/c1cccnc1)c1cccc(Br)c1
? | / | O=C(COC(=O)Cc1ccsc1)NC1CCCCCC1
? | / | O=C(NCc1ccc(Cl)cc1)C(=O)NCC1OCCN1S(=O)(=O)c1ccc2c(c1)OCCO2 (configuration not stated)
? | / | COc1ccccc1N1CCN(C(=O)CSc2nc3ccccc3o2)CC1
3% | 5 | CCC(=O)C1=C(N2CCCC2)CC(C)(C)CC1=O

Arranged by molar mass (descending): part of the list above
Lipid storage S3 | Lipid storage S3 cell count max | SMILES
? | / | COCCNc1nnc(SC(C)C(=O)Nc2ccc(-c3nc4ccc(C)cc4s3)cc2)s1 (configuration not stated)
1% | 9 | COc1ccc(Nc2nc(NCCN3CCOCC3)nc(Nc3ccc(OC)cc3)n2)cc1
5% | 0 | COc1ccc(Oc2nccc(-c3ccc(F)cc3)c2C#N)cc1
12% | / | CCC(Sc1nccn1C)C(=O)Nc1nnc(C)s1 (configuration not stated)

Part of the list above in a different format:
SMILES: O=C(COC(=O)Cc1ccsc1)NC1CCCCCC1
- Lipid storage S3: ?
- Lipid storage S3 cell count max: /
SMILES: O=C(NCc1ccc(Cl)cc1)C(=O)NCC1OCCN1S(=O)(=O)c1ccc2c(c1)OCCO2 (configuration not stated)
- Lipid storage S3: ?
- Lipid storage S3 cell count max: /
